Bioassay records (PubChem)
GLA spleen mod: qHTS Assay for Inhibitors and Activators of Human alpha-Galactosidase From Spleen Homogenate; human spleen homogenate, 4MU-alpha-Gal fluorescence, 40 min; Potency, µM (titrated, usually from 80 µM), without a hit: at the highest dose activity change, negative = inhibition, actives largely listed as inhibitors; hit rate 0.008% among 240,000;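 further: 0% = enzyme with vehicle and -100% = no enzyme basal signal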
Target sequence (P06280 32-429 limits assumed): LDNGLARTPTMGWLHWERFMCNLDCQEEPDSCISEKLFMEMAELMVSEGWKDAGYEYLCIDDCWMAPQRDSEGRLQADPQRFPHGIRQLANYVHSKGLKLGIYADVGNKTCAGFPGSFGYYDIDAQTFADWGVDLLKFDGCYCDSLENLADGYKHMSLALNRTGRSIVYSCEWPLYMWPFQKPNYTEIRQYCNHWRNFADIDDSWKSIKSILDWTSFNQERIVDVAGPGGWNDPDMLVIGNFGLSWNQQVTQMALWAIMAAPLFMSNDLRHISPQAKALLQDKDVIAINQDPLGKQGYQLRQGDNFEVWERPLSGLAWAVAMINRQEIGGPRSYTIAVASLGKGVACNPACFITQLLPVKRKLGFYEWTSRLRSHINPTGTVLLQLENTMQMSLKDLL
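qHTS titration in buffer at pH 5.0. Alpha-galactosidase activity in spleen homogenate was measured via 4-methylumbelliferone release from 1 mM fluorogenic substrate after 40 min at 37C and a pH 10 stop. AC50 came from Hill fits of control-normalized data.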
SMN2 splice up: qHTS Assay for Enhancers of SMN2 Splice Variant Expression; hit rate 2.8% among 210,000; Potency, µM (titrated, usually from 46.1 µM), for the others: at the top dose activity change, positive = activation, most hits filed as activators; AID 1458, 2008; HEK293 SMN2-luciferase splicing reporter, luminescence, 30-36 h; further: % of control where 0% means no effect; nearly all actives have a fitted effect of over 55% in size
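HEK293 cells carry an SMN2 minigene-luciferase reporter in which exon 7 inclusion puts luciferase in frame. Cells were seeded at 2000 cells/well, attached for 10-12 hours, then exposed to compounds for 30-36 hours at 37C before ONE-Glo luminescence.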
GAA glycogen mod: qHTS Assay for Inhibitors and Activators of Human alpha-Glucosidase Cleavage of Glycogen; recombinant GAA, glycogen substrate, Amplex Red glucose oxidase fluorescence; Potency, µM (series often up to 76.4 µM), without a hit: at the top dose activity change, negative = inhibition, usual class: inhibitors; hit rate 0.38% among 300,000;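 further: 0% = full enzyme reaction and -100% = no-enzyme basal signal; the screen sought inhibitors and activators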
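Natural-substrate format: glycogen cleavage by 4 nM human enzyme, glucose read by Amplex Red coupling (Ex 573, Em 610 nm). Normalized to enzyme and no-enzyme controls.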
GAA inhib: qHTS Assay for Inhibitors of Human alpha-Glucosidase as a Potential Chaperone Treatment of Pompe Disease; Lysosomal alpha-glucosidase (Homo sapiens), P10253; purified human GAA, 4-MU-alpha-glucoside fluorescence; Potency, µM (series often up to 76.9 µM), for the others: at the top dose activity change, negative = inhibition, hits mostly inhibitors; hit rate 0.005% among 200,000; AID 1466, 2008;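 further: plate controls were uninhibited enzyme wells for no effect and no-enzyme background for full effect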
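Endpoint fluorogenic read: 20 min room-temperature reaction of 4 nM human alpha-glucosidase with 400 uM 4-methylumbelliferyl-alpha-D-pyranoside, pH 5.0, quenched with 1M NaOH/1M glycine pH 10. AC50 from Hill modeling.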
GoLoco inh red: qHTS Assay for Inhibitors of RGS12 GoLoco Motif Activity (Red Fluorophore) | Guanine nucleotide-binding protein G(i) subunit alpha-1 (Homo sapiens), P63096 | AID 880, 2007 | hit rate 0.44% among 230,000 | Gai1:RGS12 GoLoco peptide FP, rhodamine, 10 min | Potency, µM (top dose mostly 61.6 µM), for the others: at the highest dose activity, negative = inhibition, usual class: inhibitors; active means well fitted inhibition curve with a large enough effect, not every such curve was filed as active; inactive means no such curve, though single readings can be large or run the other way; further: on the % scale 0 is the no-effect control and ±100 the full control effect; nearly all actives have a fitted effect of over 30% in size; many of its hits are not listed in these tables
KDM4E inh: qHTS Assay for Inhibitors of Human Jumonji Domain Containing 2E (JMJD2E). Lysine-specific demethylase 4E (Homo sapiens), B2RXH2. JMJD2E catalytic domain, FDH-coupled NADH fluorescence (FDH is formaldehyde dehydrogenase). Potency, µM (top dose mostly 57.1 µM), inactives show at the top dose activity change, negative = inhibition, most hits filed as inhibitors. hit rate 1.6% among 230,000. AID 2147, 2009; active means well fitted inhibition curve with a large enough effect, not every such curve was filed as active; inconclusive means small, poorly fitted or top-dose-only effect, or another doubt; inactive means no such curve, though single readings can be large or run the other way;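 further: 0% = wells with enzyme and -100% = buffer wells without enzyme; nearly all actives have a fitted effect of over 50% in size; many of its hits are not listed in these tables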
aGlu spleen mod: qHTS Assay for Inhibitors and Activators of Human alpha-Glucosidase From Spleen Homogenate. hit rate 0.006% among 240,000. human spleen homogenate, 4-MU-alpha-glucoside fluorescence. Potency, µM (series often up to 79.9 µM), for inactives: at the highest dose activity change, negative = inhibition, actives largely listed as inhibitors. Lysosomal alpha-glucosidase (Homo sapiens), P10253. AID 2112, 2009;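 further: 0% = enzyme with vehicle and -100% = no enzyme basal signal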
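Enzyme source: human spleen homogenate, 1 ug/well. Buffer 50 mM citric acid/K phosphate pH 5.0, 0.01% Tween-20. 4-MU-alpha-glucoside 1 mM; 37 C x 40 min; NaOH/glycine stop; fluorescence.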
ALDH1A1 inh: qHTS Assay for Inhibitors of Aldehyde Dehydrogenase 1 (ALDH1A1). Aldehyde dehydrogenase 1A1 (Homo sapiens), P00352. Purified ALDH1A1, NADH fluorescence, propionaldehyde substrate. Potency, µM (highest dose often 75.3 µM), for the others: at the highest dose activity, negative = inhibition, hits mostly inhibitors. hit rate 7.3% among 220,000; active means well fitted inhibition curve with a large enough effect, not every such curve was filed as active; inconclusive means small, poorly fitted or top-dose-only effect, or another doubt; inactive means no such curve, though single readings can be large or run the other way;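 further: plate controls were no enzyme wells and a reference inhibitor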
Target sequence (P00352 whole entry, looked up): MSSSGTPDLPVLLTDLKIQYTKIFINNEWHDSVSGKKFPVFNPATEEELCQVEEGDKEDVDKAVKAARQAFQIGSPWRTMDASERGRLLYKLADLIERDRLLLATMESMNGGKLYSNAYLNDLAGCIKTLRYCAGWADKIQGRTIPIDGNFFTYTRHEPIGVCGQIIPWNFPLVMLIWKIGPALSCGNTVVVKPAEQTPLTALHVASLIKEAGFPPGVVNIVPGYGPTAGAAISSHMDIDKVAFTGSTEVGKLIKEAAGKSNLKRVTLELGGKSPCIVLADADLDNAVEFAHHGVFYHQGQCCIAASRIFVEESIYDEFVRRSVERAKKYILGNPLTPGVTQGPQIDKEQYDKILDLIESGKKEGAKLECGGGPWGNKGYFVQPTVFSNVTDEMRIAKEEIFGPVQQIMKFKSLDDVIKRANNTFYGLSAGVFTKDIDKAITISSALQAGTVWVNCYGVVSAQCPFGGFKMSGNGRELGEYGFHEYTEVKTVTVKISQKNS
* hit, by the source's call; ? = inconclusive; . = not tested or not shown; & = joins results of further samples; [ ] = remark or other dose. Unless noted, the call rests on the fitted dose curve; in most records, active means well fitted curve in the direction sought with a large enough effect; inconclusive means small, poorly fitted or top-dose-only effect, or another doubt; inactive means no such curve, though single readings can be large; an effect the other way counts as inactive or inconclusive. Potency means the concentration at half of the fitted maximal effect.

SMILES | GLA spleen mod | SMN2 splice up | GAA glycogen mod | GAA inhib | GoLoco inh red | KDM4E inh | aGlu spleen mod | ALDH1A1 inh
O=C(CCCn1c(=S)[nH]c2ccccc2c1=O)N1CCOCC1 | 2% | -2% | 2% | -2% | 4% | 0% | 0% | 0%
CCOC(=O)C(=O)c1csc(NC(=O)COc2ccc(N(C)S(=O)(=O)c3ccc(F)cc3)cc2)n1 | -2% | -6% | -17% | -4% | 0% | 0% | 0% | ?
CCOC(=O)c1ccccc1NC(=O)C=C(C)C | -1% | . | 6% | 4% | . | -6% | -3% | 0%
CCc1cc(C(=O)N/N=C/c2c(C)[nH]c3ccccc23)cs1 | -1% | 10% | -10% | -7% | -1% | ? | 0% | ?
Cc1cc(NC(=O)CSc2ccc(Cl)cc2)no1 | 4% | -5% | -4% | 0% | -1% | -5% | -4% | 0%
CCN(CC)C(=O)C1CCCN(C(=O)Nc2ccc3nsnc3c2)C1 (stereo not given) | 11% | -22% | 2% | ? | -3% | -1% | -9% | ?
CCOC(=O)c1cc(=O)cc(C(=O)OCC)o1 | 2% | 8% | 1% | -5% | -2% | 8% | -12% | -8%
Cc1cccc(NC(=O)c2cnc3sccn3c2=O)c1 | -2% | . | 4% | . | 3% | ? | 3% | ?
CCc1nnc(NC(=O)CSc2nnc(Cc3ccccc3)n2-c2ccc(OC)cc2)s1 | -14% | -10% | 11% | 1% | 8% | 2% | -2% | ?
CCn1cc(Br)c(C(=O)Nc2nccs2)n1 | 1% | 21% | 6% | 6% | 10% | 8% | -2% | -2%
CC(=O)Oc1cccc(N2C(=O)c3ccc(C(=O)Nc4c[nH]c(=O)[nH]c4=O)cc3C2=O)c1 | 6% | -1% | -6% | 4% | -5% | 12% | 12% | -4%
COc1ccc(NC(=O)CSc2c3c(nc4ccccc24)CCC3)c(OC)c1 | -9% | -39%&-23%[inhibitor] | -5%[76.3 µM] | 3% | 8% | -2% | -6% | 8%
COc1cccc(OC)c1OCCNCC1COc2ccccc2O1 (stereo not given) | 5%&1%&6% | -16%&-4%&-13% | . | . | -11%&-5%&13% | 1%&-3% | -3%&0%&-4% | 3%&-2%
O=C(Cn1nnc(-c2ccc(Cl)cc2)n1)NCc1ccco1 | -8% | 13% | 4% | 3% | -11% | -1% | -4% | 1%
COc1cc2c3c(c1)C1(C(=O)N3C(C)(C)C=C2C)C(C#N)=C(N)Oc2cc(O)ccc21 (stereo not given) | 2% | -3% | -3% | 10% | 5% | ? | -13% | 3%
CCc1ccccc1-n1c(SCC(=O)N2CCCC2)nnc1-c1ccccn1 | 0% | 2% | 3% | -1% | -13% | -2% | 1% | 6%
CC(C)C(NC(=O)c1ccc(C(C)(C)C)cc1)C(=O)NCC(c1ccccc1)N(C)C (stereo not given) | -9% | . | 3% | . | -10% | 0% | -10% | .
COc1ccc2[nH]c(C(=O)O)c(CCNC(C)=O)c2c1 | 1% | -6% | -3% | 0% | 5% | ? | -1% | ?
COc1ccc(N(CC(=O)N2CCN(Cc3ccc4c(c3)OCO4)CC2)S(=O)(=O)c2ccc(F)cc2)cc1 | -3% | . | 2% | . | 11% | -5% | -3% | .
Cc1cc(C)n(/N=C/c2cc(Cl)cc(Cl)c2O)c(=O)c1 | 0% | 4% | -2% | 6% | 5% | 0% | 2% | 37%[activator]
O=[N+]([O-])c1ccc(CSc2ncnc3ccccc23)cc1 | 0% | -20% | -2% | 1% | 2% | 10% | 3% | 5%
COC(=O)c1ccc(CSc2nccn2C)cc1 | 4% | 11µM* | 5% | -4% | 3% | 4% | 8% | 1%
N#Cc1nc(-c2ccccc2F)oc1N1CCCC1 | 4% | -2% | 2% | ? | 0% | ? | 4% | ?
N#C/C(=C\c1cc(Cl)cc(Cl)c1O)C(=O)NC1CCCCC1 | -2% | 2% | ? | 0% | -20% | ? | -6% | 32µM*
Cc1cccc(NC(=S)NCCc2ccc(S(N)(=O)=O)cc2)c1C | 4% | -18% | -16% | -1% | 4% | 5% | -6% | 7%
O=C(COc1ccc2c3c(c(=O)oc2c1)CCC3)NC1CCCCC1 | 14% | -19% | 3% | 5% | 140%[activator] | ? | 2% | ?
CCN(c1ccccc1)S(=O)(=O)c1ccc(Cl)c(C(=O)O)c1 | 0% | . | 3% | 4% | -7% | 6% | 4% | 15%
COc1ccccc1/C=C/C(=O)Oc1cccc2cccnc12 | -7% | -4% | -11% | -2% | 8% | ? | -16% | ?
CCOC(=O)N1CCN(Cc2ccccc2Cl)CC1 | -3% | -13% | 2% | 0% | 2% | -20% | -5% | ?
CCOc1ccc(-n2c(C)c(C(=O)OC)c3cc(O)ccc32)cc1 | 11% | . | -17% | . | -1% | ? | -1% | .
CCC(=O)Nc1cccc(-c2nnc(-c3cccc(NC(=O)CC)c3)o2)c1 | -5% | -19% | -6% | -9% | 1% | -4% | -2% | 2%
C1=CCC(CN2CCN(C3CCCCCC3)CC2)CC1 (stereo not given) | -6% | -6% | 4% | 1% | 6% | ? | 1% | -13%
O=C(OCC(=O)N1CCN(c2ccccc2)CC1)c1ccco1 | -4% | 2% | -22% | 9% | -36% | 5% | -5% | 2.2µM*
COc1cc(NC(=S)NCc2cccnc2)c(OC)cc1Cl | -5% | 3% | 19% | ? | -3% | 4% | 0% | 1%
CN1CCN(C(=O)NC2CCCCC2)CC1 | 0% | 6% | -1% | -3% | -3% | ? | 1% | ?
Nc1nonc1C(=O)NCCc1ccccc1 | 4% | -21% | -16% | 1% | 2% | -1% | -1% | 1%
Fc1ccc(-c2csc3ncnc(Cl)c23)cc1 | 4% | -67%[inhibitor] | 14% | 3% | -4% | 1% | 5% | ?
COCCN(C(=O)Cc1cccs1)C(C(=O)NC1CCCC1)c1cc(OC)c(OC)c(OC)c1 (stereo not given) | -8% | . | 4% | 8% | 11% | 5% | -2% | 2%
CCOC(=O)CC(=O)CSc1ccc2nnc(-c3ccc(C)cc3)n2n1 | -13% | 6% | -9% | -5% | 9% | ? | -6% | -10%
Cc1cccc(Cn2c(N3CCN(c4ccccc4)CC3)nc3c2c(=O)n(C)c(=O)n3C)c1 | 8% | 2% | -5% | -7% | 5% | ? | 0% | ?

Rewritten with two lines to a compound: 2 of the compounds above
Sequence of screens: GLA spleen mod	SMN2 splice up	GAA glycogen mod	GAA inhib	GoLoco inh red	KDM4E inh	aGlu spleen mod	ALDH1A1 inh
> COc1ccccc1/C=C/C(=O)Oc1cccc2cccnc12
    -7%	-4%	-11%	-2%	8%	?	-16%	?
> CCOC(=O)N1CCN(Cc2ccccc2Cl)CC1
    -3%	-13%	2%	0%	2%	-20%	-5%	?

6 records picked at random from the list so far:
SMILES | GLA spleen mod | SMN2 splice up | GAA glycogen mod | GAA inhib | GoLoco inh red | KDM4E inh | aGlu spleen mod | ALDH1A1 inh
Cc1cccc(Cn2c(N3CCN(c4ccccc4)CC3)nc3c2c(=O)n(C)c(=O)n3C)c1 | 8% | 2% | -5% | -7% | 5% | ? | 0% | ?
CCOc1ccc(-n2c(C)c(C(=O)OC)c3cc(O)ccc32)cc1 | 11% | . | -17% | . | -1% | ? | -1% | .
N#Cc1nc(-c2ccccc2F)oc1N1CCCC1 | 4% | -2% | 2% | ? | 0% | ? | 4% | ?
CCC(=O)Nc1cccc(-c2nnc(-c3cccc(NC(=O)CC)c3)o2)c1 | -5% | -19% | -6% | -9% | 1% | -4% | -2% | 2%
COc1cc(NC(=S)NCc2cccnc2)c(OC)cc1Cl | -5% | 3% | 19% | ? | -3% | 4% | 0% | 1%
O=[N+]([O-])c1ccc(CSc2ncnc3ccccc23)cc1 | 0% | -20% | -2% | 1% | 2% | 10% | 3% | 5%

(list continues)
SMILES | GLA spleen mod | SMN2 splice up | GAA glycogen mod | GAA inhib | GoLoco inh red | KDM4E inh | aGlu spleen mod | ALDH1A1 inh
COC(=O)[C@@]1(Cc2ccc(F)cc2)[C@H]2c3cc(C(=O)N(C)C)n(Cc4ccc(OC(F)(F)F)cc4)c3C[C@H]2CN1C(=O)c1ccccc1 | -6%&4% | -71%&-64% | -4% | ? | 13%&-5% | -10%&-3% | -3%&2% | 10%&-3%
CCC(=O)Oc1ccc(C(=O)Nc2cccc(C(=O)c3ccccc3)c2)cc1 | -7% | -25% | -6% | -12% | 3% | 6% | -7% | -12%
CCOC(=O)C1CCN(C(=O)c2ccc(N(C)S(=O)(=O)c3ccc(OC)cc3)cc2)CC1 | 2% | . | 8% | . | 7% | 6% | 0% | ?
CC(C)C1Oc2ccccc2N(CC(=O)N(Cc2ccccn2)C2CC2)C1=O (stereo not given) | 2% | -25% | 5% | 2% | 1% | 5% | -14% | 4%
CC(C)(C)c1ccc(Cn2ccc(-c3ccc4c(c3)OCO4)n2)cc1 | -8% | 4% | -19% | -1% | 2% | -14% | -4% | 4µM*
Cc1ccc(SCc2c(C#N)c3ccccc3n2C)cc1 | -1% | 12% | -12% | -2% | -4% | -10% | 1% | -2%
CCN1CCN(CCNC(=O)CCCCCn2c(=O)[nH]c3cc(C(=O)OC)ccc3c2=O)CC1 | 30% | 10% | 2% | ? | 6% | ? | 6% | ?
CCOc1ccc(NC(=O)CS(=O)(=O)c2cn(C)c3ccccc23)cc1 | 1% | 9% | -1% | -2% | 3% | -6% | -5% | ?
CN(Cc1nc(-c2ccncc2)no1)S(=O)(=O)c1ccccc1 | 1% | -19% | 0% | 0% | 6% | -6% | -4% | 7%
Cc1cc(=O)oc2cc(OCC(=O)OCC(=O)Nc3ccccc3F)ccc12 | 8% | 26% | ? | 8% | 8% | ? | 9% | ?
CCCCC(=O)N1CCCC(c2nc3c(nnn3Cc3cc(C)ccc3C)c(=O)[nH]2)C1 (stereo not given) | -14% | 13% | -4% | 2% | 0% | 14% | 2% | ?
COc1ccc(C(=O)Nc2ccc([N+](=O)[O-])cn2)c(OC)c1 | 2% | . | 2% | 2% | . | 12% | 3% | -3%

Not all compounds are listed, so the mix of outcomes need not match the whole.
